Screens (PubChem BioAssay)
Rab9 promoter act – qHTS Assay for Rab9 Promoter Activators | Potency, µM (doses to about 9.22 µM), inactives show top-dose activation, negative = inhibition, hits mostly activators | Huh7 Rab9 promoter-luciferase reporter, luminescence, 24 h | AID 485297, 2010 | 320,000 tested, 2.8% active; also: potency is read from the fitted curve at half-maximal effect; % of control where 0% means no effect; nearly all actives have a fitted effect of over 60% in size
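Steps: seed 1500 Huh7 Rab9-luc cells per well, rest 2 h at 37 °C; add compound in DMSO; incubate 24 h; add luciferase reagent, 10 min ambient; read luminescence.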
Menin MLL FP TR – qHTS Assay for Inhibitors Targeting the Menin-MLL Interaction in MLL Related Leukemias: Competition With Texas Red Labeled MLL-derived Mutant Peptide; Menin + Texas Red MLL mutant peptide, fluorescence polarization; Potency, µM (top dose mostly 61.6 µM), inactives show top-dose FP activity change, negative = inhibition, most hits filed as inhibitors; O00255; 270,000 tested, 0.23% active; active = well fitted inhibition curve with a large enough effect in the polarisation, with a control signal flat, not every such curve was filed as active; inconclusive = small, poorly fitted or top-dose-only effect, or effect the other way, or a change in a side signal; inactive = no such curve, though single readings can be large or run the other way; the % refers to the polarisation; also: potency is read from the fitted curve at half-maximal effect; % of control where 0% means no effect; many of its hits are not listed in these tables
RORgamma inh – qHTS for inhibitors of ROR gamma transcriptional activity. Drosophila S2 Gal4-RORgamma UAS-luciferase reporter, 20 h. 310,000 tested, 5.4% active. Potency, µM (doses to about 53.6 µM), for the others: at the top dose activity change, negative = inhibition, actives largely listed as inhibitors. Nuclear receptor ROR-gamma (Mus musculus), P51450; also: potency is read from the fitted curve at half-maximal effect; % is scaled to controls: 0 for no effect and ±100 for the full control effect; nearly all actives have a fitted effect of over 60% in size
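Schneider cells (Drosophila), stable Gal4 DBD–ROR gamma + UAS-luc; 1 hr cmpd preincubation; Cu2+ induction 700 uM final; 20 hr ambient; luminescence.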
FLuc counter – qHTS profiling assay for firefly luciferase inhibitor/activator using purifed enzyme and Km concentrations of substrates (counterscreen for miR-21 project); Luciferin 4-monooxygenase (Photinus pyralis), P08659; purified FLuc, Km substrates, luminescence inhibition; Potency, µM (highest dose often 57.5 µM), for inactives: top-dose activity change, negative = inhibition, hits mostly inhibitors; 360,000 tested, 6.9% active; AID 588342, 2011;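 also: potency is read from the fitted curve at half-maximal effect; plate controls were vehicle for no effect and reference inhibitor for full effect; nearly all actives have a fitted effect of over 55% in size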
Target sequence (P08659 whole entry, looked up): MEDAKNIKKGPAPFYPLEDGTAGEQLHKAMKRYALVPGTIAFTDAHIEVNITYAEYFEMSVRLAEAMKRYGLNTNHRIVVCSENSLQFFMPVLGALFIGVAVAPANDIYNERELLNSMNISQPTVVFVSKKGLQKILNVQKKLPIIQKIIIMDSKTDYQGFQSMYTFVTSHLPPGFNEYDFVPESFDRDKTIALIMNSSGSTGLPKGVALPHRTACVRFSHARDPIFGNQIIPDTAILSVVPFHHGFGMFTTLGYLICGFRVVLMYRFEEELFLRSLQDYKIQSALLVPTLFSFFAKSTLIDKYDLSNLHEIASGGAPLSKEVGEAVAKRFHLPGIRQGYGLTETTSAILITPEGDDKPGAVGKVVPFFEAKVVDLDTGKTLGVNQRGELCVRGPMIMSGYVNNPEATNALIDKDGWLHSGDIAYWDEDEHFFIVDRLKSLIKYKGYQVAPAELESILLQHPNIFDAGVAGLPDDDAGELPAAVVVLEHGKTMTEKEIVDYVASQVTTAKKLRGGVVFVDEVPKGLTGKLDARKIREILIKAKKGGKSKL
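Purified P. pyralis luciferase, 10 nM final, with Km-level 10 uM D-luciferin and 10 uM ATP in 50 mM Tris acetate pH 7.5, 10 mM Mg acetate, 0.01% Tween-20, 0.05% BSA; 6-point qHTS titration about 60 µM downward; luminescence read.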
PKM2 activator – qHTS Assay for Activators of Human Muscle isoform 2 Pyruvate Kinase | Potency, µM (top dose mostly 57.5 µM), without a hit: at the top dose activation, hits mostly activators | 260,000 tested, 0.34% active | purified PKM2, Kinase-Glo ATP luminescence, activation; response scale: 0% is enzyme alone, no compound; also: potency is read from the fitted curve at half-maximal effect; % is scaled to controls: 0 for no effect and ±100 for the full control effect; nearly all actives have a fitted effect of over 55% in size
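ATP formation by purified human PK-M2, quantified via coupled luciferase luminescence after 1 h at room temperature with 0.1 mM ADP and 0.5 mM PEP final.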
NPC1 promoter act – qHTS Assay for NPC1 Promoter Activators | Huh7 NPC1 promoter luciferase reporter, 24 h | Potency, µM (top dose mostly 9.22 µM), for the others: top-dose activation, actives largely listed as activators | 320,000 tested, 2.4% active;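 also: potency is read from the fitted curve at half-maximal effect; % of control where 0% means no effect; nearly all actives have a fitted effect of over 60% in size; reporter is driven by a mutant NPC1 promoter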
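Stable NPC1-promoter luciferase Huh7 line; cpd (DMSO) 24 h, 37 °C, 5% CO2; Amplite luciferase reagent 10 min RT; luminescence readout. qHTS format.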
KCNH2 3.1 inh – qHTS for Inhibitors of KCHN2 3.1: Mutant qHTS. Potassium voltage-gated channel subfamily H member 2, brain isoform KCNH2 3.1 (human). U2OS KCNH2 3.1, thallium flux FluxOr; active compounds read low. activity change, % (tested at about 1.8 µM). 340,000 tested, 0.95% active;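 active = maximum activity change below -70%; inconclusive = maximum activity change from -70% to -50%; inactive = maximum activity change above -50%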;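 also: thallium influx rate constant from kinetic fluorescence after stimulation buffer; % is scaled to controls: 0 for no effect and ±100 for the full control effect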
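We transduce U2OS cells with the mutant 3.1 virus, culture them overnight, load FluxOr with Red40 quencher for 45 min, then add stimulation buffer and read kinetically for 2 min to derive a normalized rate constant.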
MBNL1 CUG block – qHTS Assay for Inhibitors of MBNL1-poly(CUG) RNA binding | Muscleblind-like protein 1 (Homo sapiens), Q9NR56 | TR-FRET MBNL1-His/biotin-(CUG)12 binding, 665/545 ratio | Potency, µM (highest dose often 57.5 µM), for inactives: at the highest dose activity change, negative = inhibition, hits mostly inhibitors | 280,000 tested, 0.036% active; active = well fitted inhibition curve with a large enough effect in the signal ratio, with a control signal flat, not every such curve was filed as active; inconclusive = small, poorly fitted or top-dose-only effect, or effect the other way, or a change in a side signal; inactive = no such curve, though single readings can be large or run the other way; the % refers to the signal ratio; also: potency is read from the fitted curve at half-maximal effect; % is scaled to controls: 0 for no effect and ±100 for the full control effect
Target sequence (Q9NR56 whole entry, looked up): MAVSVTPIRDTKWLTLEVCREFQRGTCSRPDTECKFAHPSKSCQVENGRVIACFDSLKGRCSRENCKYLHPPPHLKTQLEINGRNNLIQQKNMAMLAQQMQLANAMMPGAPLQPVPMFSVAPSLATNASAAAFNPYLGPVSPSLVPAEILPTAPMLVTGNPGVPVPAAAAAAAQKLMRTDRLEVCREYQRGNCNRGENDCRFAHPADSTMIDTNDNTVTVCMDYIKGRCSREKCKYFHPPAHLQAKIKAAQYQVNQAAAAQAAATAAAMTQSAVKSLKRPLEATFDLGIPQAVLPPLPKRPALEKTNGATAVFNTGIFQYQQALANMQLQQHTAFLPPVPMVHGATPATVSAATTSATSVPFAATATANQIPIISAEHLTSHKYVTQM
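Inhibition of protein-RNA binding appears as loss of TR-FRET between terbium anti-His antibody on MBNL1-His and streptavidin-XL665 on biotin-(CUG)12. Activity is normalized to buffer-only and uninhibited-complex controls.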
Mito fusion yeast – qHTS Assay for Small Molecule Inhibitors of Mitochondrial Division or Activators of Mitochondrial Fusion. S. cerevisiae fusion-defective mutant growth rescue, CellTiterGlo 48 h. Potency, µM (series often up to 46.1 µM), inactives show at the highest dose growth rescue (activation), actives largely listed as activators. 320,000 tested, 0.23% active. AID 485298, 2010;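 also: potency is read from the fitted curve at half-maximal effect; % of control where 0% means no effect; nearly all actives have a fitted effect of over 45% in size; temperature-sensitive fusion mutants such as fzo1-1 at 37 °C on non-fermentable ethanol glycerol medium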
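Temperature-sensitive fusion-defective S. cerevisiae (e.g. fzo1-1, mgm1-5) were grown with compound in YPEG medium (3% ethanol, 3% glycerol) for 48 hours at 37C. Growth rescue was measured as viability by CellTiterGlo luminescence after 10 minutes at ambient.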
Gal4-VP16 FLuc – VP16 counterscreen qHTS for inhibitors of ROR gamma transcriptional activity; AID 2546, 2010; Drosophila S2 Gal4-VP16 UAS-luciferase, luminescence, 20 h; 310,000 tested, 3.5% active; Potency, µM (highest dose often 53.6 µM), for inactives: top-dose activity, negative = inhibition, actives largely listed as inhibitors;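 also: Gal4-VP16 expression switched on by copper sulfate through the metallothionein promoter; potency is read from the fitted curve at half-maximal effect; % is scaled to controls: 0 for no effect and ±100 for the full control effect; nearly all actives have a fitted effect of over 50% in size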
ELG1 repair inh – qHTS screen for small molecules that inhibit ELG1-dependent DNA repair in human embryonic kidney (HEK293T) cells expressing luciferase-tagged ELG1; HEK293T ELG1-luciferase reporter, luminescence, 16 h; DNA damage induced by 5-fluorouridine; Potency, µM (doses to about 46.1 µM), inactives show at the highest dose activity change, negative = inhibition, hits mostly inhibitors; 330,000 tested, 2.3% active; AID 504467, 2011; also: potency is read from the fitted curve at half-maximal effect; % is scaled to controls: 0 for no effect and ±100 for the full control effect; nearly all actives have a fitted effect of over 55% in size
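Luminescence from the luciferase reporter, measured 30 min after ONE-Glo reagent at room temperature, was the read-out. Beforehand, 2,000 cells per well were exposed for 16 hr at 37 °C to 5-fluorouridine together with compound or vehicle.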
Active calls of the source: *; & = joins results of further samples. Unless noted, calls follow the shape of the dose curve; as a rule, active = well fitted curve in the direction sought with a large enough effect; inconclusive = small, poorly fitted or top-dose-only effect, or another doubt; inactive = no such curve, though single readings can be large; an effect the other way counts as inactive or inconclusive. The list is partial; the hit share may differ from the screen's.

Results for NC(=O)c1ccccc1NCC(=O)c1ccc(Cl)cc1 ?
Rab9 promoter act: -9%; Menin MLL FP TR: inconclusive; RORgamma inh: 12%; FLuc counter: inconclusive; NPC1 promoter act: 0%; KCNH2 3.1 inh: 10; MBNL1 CUG block: 10%; Mito fusion yeast: -7%; Gal4-VP16 FLuc: -6%; ELG1 repair inh: 0%

What do the screens show for `CCOC(=O)CSc1cc(C)nc(N)n1`?
Rab9 promoter act: 0%; Menin MLL FP TR: 15%; RORgamma inh: -2%; FLuc counter: 4%; PKM2 activator: -4%; NPC1 promoter act: -1%; KCNH2 3.1 inh: -5; MBNL1 CUG block: -4%; Mito fusion yeast: -3%; Gal4-VP16 FLuc: 1%; ELG1 repair inh: 26%

How did COc1cc([N+](=O)[O-])ccc1NC(=O)CCN1C(=O)C2C3CCC(C3)C2C1=O (centres undefined) do in these assays?
Rab9 promoter act: -1%; Menin MLL FP TR: -1%; RORgamma inh: -7%; FLuc counter: 5%; PKM2 activator: -3%; NPC1 promoter act: -2%; KCNH2 3.1 inh: 6; Mito fusion yeast: 1%; Gal4-VP16 FLuc: 0%; ELG1 repair inh: 1%

What do the screens show for `O=c1oc(-c2ccccc2NS(=O)(=O)c2ccc(F)cc2)nc2ccccc12`?
Rab9 promoter act: -1%; RORgamma inh: 10%; FLuc counter: 1%; PKM2 activator: 1%; NPC1 promoter act: -2%; KCNH2 3.1 inh: 12; Mito fusion yeast: 0%; Gal4-VP16 FLuc: 0%; ELG1 repair inh: -1%

How did COc1cccc(NC(=O)CN(C)C(=O)c2ccc3c(c2)C(=O)N(CCC(C)C)C3=O)c1 do in these assays?
Rab9 promoter act: -10%; FLuc counter: -2%; NPC1 promoter act: -8%; KCNH2 3.1 inh: 8; Mito fusion yeast: -1%; ELG1 repair inh: -23%

Results for COc1ccc(N2CCN(CCNC(=O)CCCn3c(=O)[nH]c4cc(Cl)ccc4c3=O)CC2)cc1 ?
Rab9 promoter act: -10%; Menin MLL FP TR: 19%; RORgamma inh: -6%; FLuc counter: 1%; PKM2 activator: 5%; NPC1 promoter act: -3%; KCNH2 3.1 inh: -11; MBNL1 CUG block: -1%; Mito fusion yeast: -1%; Gal4-VP16 FLuc: -9%; ELG1 repair inh: 8%

Results for CCOC(=O)C1CCN(C(=O)c2ccc3c(=O)n4nc(Nc5cc(C)ccc5C)sc4nc3c2)CC1 ?
Rab9 promoter act: 2%; RORgamma inh: 31%; FLuc counter: 7%&-3%; NPC1 promoter act: 0%; KCNH2 3.1 inh: 0; MBNL1 CUG block: -4%; Mito fusion yeast: 4%; Gal4-VP16 FLuc: -21%; ELG1 repair inh: inconclusive

What do the screens show for `COc1cccc(NC(=O)CN(C)C(=O)CCCc2c[nH]c3ccccc23)c1`?
Rab9 promoter act: -1%; FLuc counter: -3%; NPC1 promoter act: 0%; KCNH2 3.1 inh: 5; Mito fusion yeast: -1%; ELG1 repair inh: -11%

What do the screens show for `Cc1ccc(C)c(NC(=O)CCC(=O)OC(C(=O)c2ccccc2)c2ccccc2)c1` (centres undefined)?
Rab9 promoter act: 4%; Menin MLL FP TR: -1%; RORgamma inh: -5%; FLuc counter: 6%; PKM2 activator: -26%; NPC1 promoter act: -1%; KCNH2 3.1 inh: -14; MBNL1 CUG block: -4%; Mito fusion yeast: -1%; Gal4-VP16 FLuc: 1%; ELG1 repair inh: 14%

How did CC(=O)c1cccc(NC(=O)C2CCCN(S(=O)(=O)c3ccc(F)cc3)C2)c1 (centres undefined) do in these assays?
Rab9 promoter act: -13%; Menin MLL FP TR: -1%; RORgamma inh: 13%; FLuc counter: 2%; PKM2 activator: 0%; NPC1 promoter act: 0%; KCNH2 3.1 inh: 11; MBNL1 CUG block: -3%; Mito fusion yeast: 0%; Gal4-VP16 FLuc: -14%; ELG1 repair inh: inconclusive

How did Cn1c(=O)cc(SCC(=O)N2CCN(Cc3ccc4c(c3)OCO4)CC2)c2ccccc21 do in these assays?
Rab9 promoter act: -5%; Menin MLL FP TR: -4%; RORgamma inh: 18%; FLuc counter: -1%; PKM2 activator: 3%; NPC1 promoter act: -1%; KCNH2 3.1 inh: 9; MBNL1 CUG block: -9%; Mito fusion yeast: 1%; Gal4-VP16 FLuc: -4%; ELG1 repair inh: -11%

Results for CC(=O)c1cccc(NC(=O)Oc2ccccc2)c1 ?
Rab9 promoter act: 9%; Menin MLL FP TR: 3%; RORgamma inh: 0%; FLuc counter: inconclusive; PKM2 activator: 1%; NPC1 promoter act: -2%; KCNH2 3.1 inh: -14; MBNL1 CUG block: 2%; Mito fusion yeast: -2%; Gal4-VP16 FLuc: -6%; ELG1 repair inh: -6%

What do the screens show for `Cn1c(-c2ccccc2)cnc1NCc1cc(Cl)ccc1O`?
Rab9 promoter act: -1%; Menin MLL FP TR: 17%; RORgamma inh: 32%; FLuc counter: inconclusive; PKM2 activator: 8%; NPC1 promoter act: -2%; KCNH2 3.1 inh: -4; MBNL1 CUG block: -4%; Mito fusion yeast: -6%; Gal4-VP16 FLuc: 19%; ELG1 repair inh: 17%

How did COc1cccc(C(=O)Nc2nc(-c3ccccc3)c(-c3ccccc3)o2)c1 do in these assays?
Rab9 promoter act: -2%; Menin MLL FP TR: -9%; RORgamma inh: 2.5µM*; FLuc counter: -4%; PKM2 activator: 1%; NPC1 promoter act: 0%; KCNH2 3.1 inh: 5; MBNL1 CUG block: -9%; Mito fusion yeast: 24%; Gal4-VP16 FLuc: 3.2µM*; ELG1 repair inh: inconclusive

How did Cc1[nH]n(-c2ccccc2)c(=O)c1C=Nc1ccc2[nH]c(=O)[nH]c2c1 do in these assays?
Rab9 promoter act: 11%; Menin MLL FP TR: -15%; RORgamma inh: 5%; FLuc counter: 1%; PKM2 activator: -5%; NPC1 promoter act: 1%; KCNH2 3.1 inh: -8; Mito fusion yeast: -5%; Gal4-VP16 FLuc: 1%; ELG1 repair inh: -5%

Results for O=C(Nc1ccccc1F)C1CCN(S(=O)(=O)c2cccnc2)CC1 ?
Rab9 promoter act: -2%; RORgamma inh: 9%; FLuc counter: 1%; NPC1 promoter act: -6%; KCNH2 3.1 inh: 11; MBNL1 CUG block: -8%; Mito fusion yeast: -10%; Gal4-VP16 FLuc: 2%; ELG1 repair inh: 9%

How did COC(=O)c1cc(NC(=O)c2cc(-c3ccc(Cl)cc3)oc2C(F)(F)F)ccc1N1CCOCC1 do in these assays?
Rab9 promoter act: -11%; RORgamma inh: 40%; FLuc counter: -5%; PKM2 activator: -3%; NPC1 promoter act: 0%; KCNH2 3.1 inh: -6; MBNL1 CUG block: -3%; Mito fusion yeast: -12%; Gal4-VP16 FLuc: inconclusive; ELG1 repair inh: -29%

What do the screens show for `O=C(CN1CCN(c2ccc(O)cc2)CC1)Nc1ccc2c(c1)OCCCO2`?
Rab9 promoter act: -6%; FLuc counter: -2%; NPC1 promoter act: -1%; KCNH2 3.1 inh: 10; Mito fusion yeast: 1%; ELG1 repair inh: 18µM*

How did CCOC(=O)C1CCCN(C/C(O)=C(\C#N)c2nc(-c3ccc(Cl)cc3)cs2)C1 (centres undefined) do in these assays?
Rab9 promoter act: -6%; Menin MLL FP TR: inconclusive; RORgamma inh: 22µM*; FLuc counter: 0%; PKM2 activator: 4%; NPC1 promoter act: 0%; KCNH2 3.1 inh: -7; MBNL1 CUG block: 17%; Mito fusion yeast: -3%; Gal4-VP16 FLuc: inconclusive; ELG1 repair inh: -27%

How did CCOC(=O)c1c(NC(=O)NC(C)(C)C)sc2c1CCN(C)C2 do in these assays?
Rab9 promoter act: -8%; RORgamma inh: 11%; FLuc counter: -1%; PKM2 activator: 2%; NPC1 promoter act: -2%; KCNH2 3.1 inh: 5; Mito fusion yeast: 2%; Gal4-VP16 FLuc: 1%; ELG1 repair inh: -1%

Results for Cc1ccc2oc(-c3cccc(NC(=O)c4ccc(Br)o4)c3C)nc2c1 ?
Rab9 promoter act: -3%; Menin MLL FP TR: 2%; RORgamma inh: -36%; FLuc counter: 7.6µM*; PKM2 activator: 6%; NPC1 promoter act: 10%; KCNH2 3.1 inh: -1; MBNL1 CUG block: 9%; Mito fusion yeast: 4%; Gal4-VP16 FLuc: inconclusive; ELG1 repair inh: inconclusive
